# CYP2C9 activ = human CYP2C9 activators, primary screen, biochemical, luminescence; 1.4% of 96,000 active; recombinant CYP2C9, luciferin-H conversion; active compounds read high; factor 1 = untreated enzyme, 0 = blocked; activation factor at 5 µM; Cytochrome P450 2C9 (Homo sapiens), P11712;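 active = activation factor of 2 or more for CYP2C9 at a 5 µM dose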;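 note: 0 = sulfaphenazole-blocked wells and 1 = vehicle-only wells; values of inactives mirror those of a sister screen read the other way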
# CYP2C19 act = human CYP2C19 activators, primary screen, biochemical, luminescence. activation factor at 5 µM. Cytochrome P450 2C19 (Homo sapiens), P33261. 96,000 tested, under 10 active. recombinant CYP2C19, luciferin-H EGE luminescence; active compounds read high; 0 = fully inhibited enzyme, 1 = untreated enzyme. AID 1025, 2008;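 active = activation factor of at least 2 at 5 µM in the primary screen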;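 note: 0 = wells with 2.5 mM tranylcypromine and 1 = vehicle-only wells; values of inactives mirror those of a sister screen read the other way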
# Target sequence (P33261 whole entry, looked up): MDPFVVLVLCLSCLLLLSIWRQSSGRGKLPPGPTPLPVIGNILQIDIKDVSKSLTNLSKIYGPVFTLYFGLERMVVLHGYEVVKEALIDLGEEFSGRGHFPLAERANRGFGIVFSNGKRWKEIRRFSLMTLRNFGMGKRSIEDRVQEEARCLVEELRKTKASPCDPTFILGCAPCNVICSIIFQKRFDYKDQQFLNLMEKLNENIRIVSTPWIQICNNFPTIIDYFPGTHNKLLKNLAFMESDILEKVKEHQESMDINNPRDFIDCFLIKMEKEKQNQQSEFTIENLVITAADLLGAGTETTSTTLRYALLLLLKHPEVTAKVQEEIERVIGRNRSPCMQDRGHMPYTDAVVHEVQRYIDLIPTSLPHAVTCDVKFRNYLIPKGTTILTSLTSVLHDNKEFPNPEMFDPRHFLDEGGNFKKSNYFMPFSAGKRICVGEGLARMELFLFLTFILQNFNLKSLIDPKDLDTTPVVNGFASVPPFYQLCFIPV
# HUVEC tox TNFa = cytotoxicity in TNFa-stimulated HUVEC, primary screen, cytotoxicity control for VCAM1 expression modulator project, imaging, Hoechst nuclei count | 0.17% of 93,000 active | HUVEC TNFalpha-stimulated, Hoechst cell count | cell count reduction, % at 2 µM;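 active = cell count reduction exceeding the screen mean by over 5 SD, scaled to untreated wells per plate, cut at about 78% in these data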;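 note: cells counted after 24 h of TNF alpha exposure following the 1 h pretreatment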
# HUVEC tox IL1B = cytotoxicity in IL-1B stimulated HUVEC, primary screen, cytotoxicity control for IL-1B NFkB translocation project, imaging, Hoechst nuclear count, IL-1B stimulus; cell count reduction, % at 2 µM; HUVEC cell count loss; 0.41% of 94,000 active;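 active = cell count reduction more than 3 SD above the screen-wide mean, cut at about 70% in these data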;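 note: normalized per plate to untreated control cells as the no-loss baseline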
# VCAM1 TNFa inh = inhibitors of TNFa-induced VCAM1 expression, primary screen, imaging, HUVEC, TNFa stimulus, immunofluorescence | HUVEC TNFa-induced VCAM-1 immunofluorescence, high-content imaging | inhibition, % at 2 µM | 0.48% of 95,000 active | AID 802, 2007;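 active = inhibition above the batch mean plus 3 SD, with images confirmed as a hit by eye, cut at about 37% in these data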;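 note: 0% = TNF-stimulated DMSO wells and 100% = unstimulated control wells; not every result past the cut was called active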
# DAT uptake mod = changed hDAT dopamine uptake under cocaine IC80, either direction, primary screen, cocaine antagonist project, cell-based, LLC-PK1 hDAT, [14C]-dopamine uptake, MLSMR; 1.3% of 110,000 active; AID 449768, 2010; LLC-PK1 hDAT cells, [14C]-dopamine uptake with cocaine IC80; actives deviate in either direction; B-score at 10 µM; Sodium-dependent dopamine transporter (Homo sapiens), Q01959;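 active = Z score or B-score, a plate-position-corrected score, falls beyond the plate's 99.7% confidence bounds, in either direction; inactive = both scores lie inside the 99.7% bounds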;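 note: scored against the spread of the other compound wells on the same plate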
# Target sequence (Q01959 whole entry, looked up): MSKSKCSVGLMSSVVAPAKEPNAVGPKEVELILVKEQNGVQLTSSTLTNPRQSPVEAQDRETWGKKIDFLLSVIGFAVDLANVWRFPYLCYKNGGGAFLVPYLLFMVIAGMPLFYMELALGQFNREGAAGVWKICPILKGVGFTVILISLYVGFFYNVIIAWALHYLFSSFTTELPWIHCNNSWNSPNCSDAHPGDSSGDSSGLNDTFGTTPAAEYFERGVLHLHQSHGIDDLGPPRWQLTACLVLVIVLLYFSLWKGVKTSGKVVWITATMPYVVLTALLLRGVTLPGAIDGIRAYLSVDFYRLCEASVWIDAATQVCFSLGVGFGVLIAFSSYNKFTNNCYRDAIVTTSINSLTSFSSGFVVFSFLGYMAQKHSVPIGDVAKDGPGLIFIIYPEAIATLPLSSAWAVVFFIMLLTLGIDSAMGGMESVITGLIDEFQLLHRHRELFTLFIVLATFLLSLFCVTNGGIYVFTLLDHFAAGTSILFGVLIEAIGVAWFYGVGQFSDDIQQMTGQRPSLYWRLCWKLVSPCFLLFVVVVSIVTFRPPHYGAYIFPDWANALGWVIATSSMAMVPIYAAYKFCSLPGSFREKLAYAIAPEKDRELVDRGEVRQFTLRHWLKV
# CYP2C19 inh = blockers of cytochrome P450 2C19 activity – biochemical, luminescence, ADME assay, primary screen; inhibition, % at 5 µM; CYP2C19 Supersomes, luciferin-H EGE luminescence, 30 min; 21% of 96,000 active; P33261;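 active = CYP2C19 inhibition above a set limit at 5 µM in the primary screen, cut at about 50% in these data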;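 note: plate controls were negative control wells for no effect and 2.5 mM tranylcypromine positive control for full effect; values of inactives mirror those of a sister screen read the other way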
# CYP2C9 inhib = blockers of cytochrome P450 2C9 activity – biochemical, luminescence, ADME assay, primary screen; 20% of 96,000 active; CYP2C9 Supersomes, luciferin-H conversion; inhibition, % at 5 µM; P11712;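 active = blocking of liver enzyme CYP2C9 beyond about 50% at 5 µM, limit read from the data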; note: values of inactives mirror those of a sister screen read the other way
# Calb biofilm kill = clotrimazole potentiators killing Candida biofilms, primary screen, with clotrimazole, Alamar Blue. inhibition, % at 6 µM. 0.14% of 85,000 active. AID 834, 2007. C. albicans biofilm + clotrimazole;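 active = inhibition above 20%; inactive = inhibition below 20%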;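 note: preformed 24 hr biofilms exposed to compound for 48 hr; 0% = biofilm without compound and 100% = blank killed by clotrimazole plus chlorhexidine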
# The depositor's hits bear a star; x = not tested or not shown; & = joins results of further samples. Compounds were not picked by outcome (roughly 29% active in at least one column).
SMILES	CYP2C9 activ	CYP2C19 act	HUVEC tox TNFa	HUVEC tox IL1B	VCAM1 TNFa inh	DAT uptake mod	CYP2C19 inh	CYP2C9 inhib	Calb biofilm kill
CCOC(=O)Nc1ccc2c(c1)N(C(=O)CCN(C)C)c1ccccc1S2	1	0.8	-9	-11	15	-0.078	23	2	x
Cc1sc2nc(SCc3nnc(-c4cccs4)o3)n(C3CCCC3)c(=O)c2c1C	0.2	0.7	-14	-11	-4	0.17	26	83*	10
Cc1ccc(C(C)NC(=O)/C(C#N)=C\c2c(C)[nH]c3ccccc23)cc1 (stereo unspecified)	2.1*	0.6	-12	3	-52	-0.48	45	-108	x
COc1ccc(N2C(=O)CCC2(C#N)c2ccc(OC)cc2)cc1 (stereo unspecified)	0.8	0.3	-16	-24	-2	-0.13	66*	23	3
Cc1nn(C(C)CC(=O)O)c(C)c1C (stereo unspecified)	1	0.9	-27	-12	5	-1.4	7	-4	0
Cc1c(NC(=S)NC(=O)Cc2ccccc2)cccc1C(=O)O	1	0.9	-15	-12	6	-0.12	6	1	x
CCOC(=O)c1oc2nc3c(cc2c1N)COC(C)(C)C3	0.7	0.7	x	x	x	x	33	32	4
Cc1nc(/C=C/c2ccccc2)cc(/C=C/c2ccccc2)n1	0.6	0.9	-27	-10	-5	0.15	9	42	5
O=C(/C=N/O)Nc1cccnc1	x	x	36	11	21	-0.51	x	x	9
CC(=O)NC(C)C(c1cccs1)N1CCN(c2ccccc2)CC1 (stereo unspecified)	0.9	0.5	-18	14	0	-0.79	48	14	-1
CCc1ccc(CNC(=O)c2cc3c(C)nc4ccccc4c3o2)cc1	0.7	1	-24	-15	18	-1.7	4	32	4
COc1cc(O)oc1C=Nc1ccc(Cl)cc1Cl	0.8	0.3	-26	-1	-15	1.4	69*	18	x

# Rewritten as labelled records: entries from further up.
SMILES: COc1ccc(N2C(=O)CCC2(C#N)c2ccc(OC)cc2)cc1 (stereo unspecified)
  CYP2C9 activ = 0.8
  CYP2C19 act = 0.3
  HUVEC tox TNFa = -16
  HUVEC tox IL1B = -24
  VCAM1 TNFa inh = -2
  DAT uptake mod = -0.13
  CYP2C19 inh = 66*
  CYP2C9 inhib = 23
  Calb biofilm kill = 3
SMILES: Cc1c(NC(=S)NC(=O)Cc2ccccc2)cccc1C(=O)O
  CYP2C9 activ = 1
  CYP2C19 act = 0.9
  HUVEC tox TNFa = -15
  HUVEC tox IL1B = -12
  VCAM1 TNFa inh = 6
  DAT uptake mod = -0.12
  CYP2C19 inh = 6
  CYP2C9 inhib = 1
  Calb biofilm kill = x
SMILES: Cc1nn(C(C)CC(=O)O)c(C)c1C (stereo unspecified)
  CYP2C9 activ = 1
  CYP2C19 act = 0.9
  HUVEC tox TNFa = -27
  HUVEC tox IL1B = -12
  VCAM1 TNFa inh = 5
  DAT uptake mod = -1.4
  CYP2C19 inh = 7
  CYP2C9 inhib = -4
  Calb biofilm kill = 0
SMILES: CC(=O)NC(C)C(c1cccs1)N1CCN(c2ccccc2)CC1 (stereo unspecified)
  CYP2C9 activ = 0.9
  CYP2C19 act = 0.5
  HUVEC tox TNFa = -18
  HUVEC tox IL1B = 14
  VCAM1 TNFa inh = 0
  DAT uptake mod = -0.79
  CYP2C19 inh = 48
  CYP2C9 inhib = 14
  Calb biofilm kill = -1

# New compounds follow
SMILES	CYP2C9 activ	CYP2C19 act	HUVEC tox TNFa	HUVEC tox IL1B	VCAM1 TNFa inh	DAT uptake mod	CYP2C19 inh	CYP2C9 inhib	Calb biofilm kill
COc1cc2c(cc1OC)-c1cc(NCc3ccccn3)nc(=O)n1CC2	1	1	0	-82	2	0.18	-4	2	5
COCCOC(=O)C1=C(C)NC(=O)NC1C1CC=CCC1 (stereo unspecified)	0.7	0	-19	5	-6	-0.13	96*	30	5
COc1cc(-c2nnc(SCc3cc(=O)oc4cc(O)c(O)cc34)o2)cc(OC)c1OC	0.8	1.2	-25	6	7	-0.55	-20	20	x
COc1ccc(CCCc2nnc(SCC(=O)Nc3nccs3)n2C)cc1C	1.3	0.4	-7	-84	32	-0.28	59*	-31	5
COc1ccccc1NC(=O)C1=C(C)Nc2nc(-c3cccs3)nn2C1c1cccc(O)c1 (stereo unspecified)	0.3	0.7	-14	-9	-1	x	33	70*	10
Cn1c(SCC(=O)Nc2ccc(N3CCOCC3)c(Cl)c2)nnc1C(O)c1ccccc1 (stereo unspecified)	0.9	1	-14	6	0	0.0081	0	12	6
CC(Oc1ccc(-c2nccc(-c3ccccn3)n2)cc1)C(=O)NN (stereo unspecified)	0.7	0.8	-7	-38	7	x	22	27	x
O=C(c1ccc2c(c1)C(=O)N(CCCO)C2=O)c1ccc2c(c1)C(=O)N(CCCO)C2=O	1.1	1	x	x	x	0.038	4	-5	x
CCOC(=O)c1c(O)c2ccccc2n(-c2ccccc2)c1=O	0.9	1	x	x	x	0.021	-4	8	6
Nc1ccc2oc(-c3cccc(Br)c3)nc2c1	0.9	1.1	x	x	x	0.015	-5	6	0
CC(C)(C)n1nnnc1CN(Cc1ccco1)Cc1cc2cc3c(cc2[nH]c1=O)OCO3	0.8	0.6	-4	18	-2	1.5*	36	22	8
CCCCCCCCOc1ccc(C2OC34CCCCC3C(C#N)(C#N)C2(C#N)C(=N)O4)cc1 (stereo unspecified)	0.8	0.9	2	-17	25	0.28	11	18	9
CSc1nnc2c(n1)OC(C)=Nc1ccccc1-2	1	1	x	x	x	0.2	-4	-4	10
CCN(c1cccc(C)c1)S(=O)(=O)c1cccc(C(=O)O)c1	1	1.1	-72	-12	-3	-0.72	-13	-2	6
CCS/C(N)=N/N=C/c1cc(C)ccc1O	0.7	0.7	-26	2	25	-0.52	33	31	5
CCCCCn1c(N2CCN(c3cccc(Cl)c3)CC2)nc2c1c(=O)[nH]c(=O)n2C	0	0.2	-18	-10	-6	0.37	82*	96*	-2
CN1CCN(NC(=O)c2cc([N+](=O)[O-])cc([N+](=O)[O-])c2)CC1	1	1	-2	-14	4	-0.32	-5	2	x
Cc1cccc(-n2ncc3c(N4CCc5ccccc54)ncnc32)c1	1.1	0.9	4	4	-1	x	6	-10	3
N#CC(=C1CCCC1)c1nc(-c2ccccc2)cs1	1.1	0.8	-7	0	3	0.042	17	-11	7
O=C(CSCc1ccccc1)Nc1ccc(S(=O)(=O)N2CCOCC2)cc1	0.7	0.8	-4	-43	13	2	21	28	x
COc1ccc(-c2cc(-c3cc(OC)ccc3O)[nH]n2)cc1	0.6	0.9	-7	4	-9	-0.045	13	38	-1
CCOC(=O)C1=C(O)/C(=C/c2cc(OC)c(OC)c(OC)c2)N=C1C	1	1	-2	-13	-4	0.46	-2	3	3
CC(C)(C)C(=O)N1CCN(c2ccc([N+](=O)[O-])c(NCC3CCCO3)c2)CC1 (stereo unspecified)	0.8	0.9	-4	-27	2	0.66	9	22	x
O=C(O)c1csc(Br)c1Br	1.1	1.1	-12	-12	-10	0.2	-13	-9	8
Cc1cccc(C(=O)NNC(=O)C2CCCO2)c1 (stereo unspecified)	1.2	1.1	6	-31	-17	-1	-5	-20	x
Cc1ccc(CNC(=O)Cn2c([N+](=O)[O-])cnc2C)cc1	1	1	-13	6	-9	-0.41	3	0	x
c1n[nH]c(NCc2ccc3c(c2)OCO3)n1	1	1.1	-29	-35	9	-0.03	-8	1	0
Cc1cc(C)c(C#N)c(SCS(=O)Cc2ccc(Cl)cc2)n1 (stereo unspecified)	0.4	0.1	-8	-58	1	0.046	95*	59*	1
COc1ccc(CCNCc2csc3nc4ccccc4n23)cc1OC	0.8	0.8	5	-55	-9	1	20	25	8
Cc1cc2oc(=O)cc(COC(=O)Cn3cnnn3)c2cc1C(C)C	x	x	-5	-15	7	-0.42	x	x	7
COc1ccc(C2CC(C(F)(F)F)n3nc(C(=O)N(C)Cc4cn(C)nc4C)c(Cl)c3N2)cc1 (stereo unspecified)	0.8	0.9	-5	17	8	1.3	6	15	1
Cc1ccc(C2CC(=O)c3cnc(N4CC(C)CC(C)C4)nc3C2)cc1 (stereo unspecified)	1	1.1	x	x	x	x	-9	3	3
COCCNC(=O)c1onc(CSc2cccc(Cl)c2)c1C(=O)O	0.9	1.2	-2	-24	-6	-0.47	-16	14	x
CCOCCCNC(=O)CNC(=S)N(Cc1ccccc1F)C1CCCCC1	1	1	41	10	-2	0.23	-4	0	1
O=C(CN1CCN(C(=O)c2cccs2)CC1)NC1CCCCC1	0.6	0.8	2	7	8	-0.64	15	38	0
CCOC(=O)c1c(NC(=O)/C=C/c2ccc(C)o2)sc(C)c1C	0.9	1	-19	-62	3	0.025	-1	9	x
CCOC(=O)Nc1ccc2c(c1)N(C(=O)OCCN(C)C)c1ccccc1CC2	0.9	1	41	6	30	0.22&1.4	-2	6	3
COc1ccc(CN2C(=O)c3ccccc3C(/C=N/OCc3ccc(Cl)cc3)C2=O)cc1 (stereo unspecified)	0.2	0.6	-24	2	2	-1.2	35	78*	x
CC1(C)Nc2ccccc2N(CCC(=O)N2CCOCC2)C1=O	0.9	1	-5	10	15	1.6*	3	14	4
CCOC(=O)C1CCCN(Cc2ccc(OC)cc2OC)C1 (stereo unspecified)	0.9	0.6	-32	2	-7	-0.22	38	12	7
CCOC(=O)CNc1nc(C(C)(C)C)nc2c1nnn2Cc1ccccc1Cl	0.9	0.9	x	x	x	0.71	8	10	2
CC(NS(=O)(=O)c1ccccc1)C(c1cccs1)N1CCN(c2ccccc2)CC1 (stereo unspecified)	0.7	0.8	1	-1	0	4.8*	19	28	1
CCN1CCN(C(=O)c2nn(-c3ccccc3)c(=O)c3ccccc23)CC1	1	0.9	-6	4	10	-0.36	12	-3	5
CCOC(=O)C(NC(=O)CCC(=O)Nc1ccc(S(N)(=O)=O)cc1)C(O)c1ccccc1 (stereo unspecified)	0.9	0.8	x	x	x	0.088	18	13	6
CCOC(=O)CCNC(C)C1COc2ccccc2O1 (stereo unspecified)	1	0.9	-25	21	-5	1.7	8	0	6
CO/N=C\C(=N\Nc1ccc(OC)cc1)C(=O)c1ccccc1	0.6	0.7	-18	-4	21	-0.41	30	44	0
COc1ccccc1NC(=S)N1CCC(c2nc3cc(C)c(C)cc3[nH]2)CC1	0.8	0.8	-8	-15	8	-2.3*	22	20	x
O=C1NC(c2ccccc2)=C(c2ccc3ccccc3n2)C(c2ccncc2)N1 (stereo unspecified)	0.1	0.2	-28	-70	-12	0.7	83*	89*	x
Cc1ccc(Oc2ncc(CN3CCOCC3)s2)cc1	0.8	0.2	10	-9	4	-0.62	79*	21	x

# Copied from the list:
# O=C(O)c1csc(Br)c1Br in DAT uptake mod = 0.2
# CCS/C(N)=N/N=C/c1cc(C)ccc1O in Calb biofilm kill = 5
# O=C(CN1CCN(C(=O)c2cccs2)CC1)NC1CCCCC1 in CYP2C9 activ = 0.6
# CCOC(=O)CCNC(C)C1COc2ccccc2O1 (stereo unspecified) in CYP2C9 activ = 1
# CCOC(=O)c1oc2nc3c(cc2c1N)COC(C)(C)C3 in CYP2C19 act = 0.7
# CC(C)(C)n1nnnc1CN(Cc1ccco1)Cc1cc2cc3c(cc2[nH]c1=O)OCO3 in CYP2C9 inhib = 22

# Screening data deposited in PubChem BioAssay by several laboratories.
